# High-throughput results deposited in PubChem by National Center for Advancing Translational Sciences (NCATS).
# 12-LOX inh: ALOX12 (human) lipoxygenase inhibition; P18054; purified 12hLO, xylenol orange hydroperoxide absorbance; Potency, µM (top dose mostly 108 µM), for the others: at the highest dose activity change, negative = inhibition, actives largely listed as inhibitors; 1.1% of 580,000 active; active = well fitted inhibition curve with a large enough effect; inconclusive = small, poorly fitted or top-dose-only effect, or another doubt; inactive = no such curve, though single readings can be large or run the other way; note: potency is the fitted concentration of half-maximal effect
# Target sequence (P18054 whole entry, looked up): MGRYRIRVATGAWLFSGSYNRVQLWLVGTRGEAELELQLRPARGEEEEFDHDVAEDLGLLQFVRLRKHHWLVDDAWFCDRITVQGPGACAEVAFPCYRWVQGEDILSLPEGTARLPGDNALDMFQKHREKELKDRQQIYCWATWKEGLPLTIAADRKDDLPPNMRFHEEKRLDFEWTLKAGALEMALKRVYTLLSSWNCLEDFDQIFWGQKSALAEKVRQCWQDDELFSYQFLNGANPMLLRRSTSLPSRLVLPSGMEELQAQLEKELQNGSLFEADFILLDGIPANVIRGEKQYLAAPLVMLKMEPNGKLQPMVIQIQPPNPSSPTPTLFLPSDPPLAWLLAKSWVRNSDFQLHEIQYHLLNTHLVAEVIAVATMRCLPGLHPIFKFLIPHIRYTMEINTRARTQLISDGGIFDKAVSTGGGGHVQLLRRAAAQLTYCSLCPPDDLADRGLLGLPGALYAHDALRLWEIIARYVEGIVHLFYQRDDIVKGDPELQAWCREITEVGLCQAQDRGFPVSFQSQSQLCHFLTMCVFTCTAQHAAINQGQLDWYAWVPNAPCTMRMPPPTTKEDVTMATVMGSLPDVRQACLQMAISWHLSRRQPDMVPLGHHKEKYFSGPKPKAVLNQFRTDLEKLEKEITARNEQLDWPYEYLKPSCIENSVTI
#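 Purified human 12hLO (150 nM final) in 25 mM Hepes, 0.01% Triton X-100, pH 7.0 was preincubated 15 min at room temperature with compound. Then 40 uM arachidonic acid was added, 30 min. Hydroperoxide was read by Fe-XO absorbance ratio 573/405 nm.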
# LDHA inh: LDHA (human) enzyme inhibition | P00338 | purified LDHA, NADH/diaphorase-resazurin fluorescence; active compounds read low | activity change, % (values are at about 110 or 230 µM) | 0.15% of 480,000 active; in the data active = activity change below about -30%; inconclusive = mostly about -25% to -30%;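 note: plate controls were DMSO wells for no effect and wells without enzyme for full effect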
#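 Enzyme activity of human lactate dehydrogenase 5 (2 nM; 0.06 mM NADH, 0.2 mM pyruvate, 5 min, RT) is measured via a resazurin/diaphorase fluorescence readout of residual NADH.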
# Numbers without * were called inactive; u = inconclusive; [ ] = another dose, or the depositor's remark. Unless noted, % is set by controls: 0 for no effect and ±100 for the full control effect. Only part of the results is shown (hit frequency here may not be typical).
SMILES,12-LOX inh,LDHA inh
CC(C)C(=O)NC1CCC(c2ccccc2)CC1 (stereo unspecified),-27.9%,-6.2
Cc1cc(C(=O)NCc2ccc(N(C)C)nc2)on1,8.1%,-0.4
C=CCNC(=O)COC(=O)c1cc(-c2ccc(C)o2)nc2ccccc12,u,9.8
Cc1ccc(C(=O)/C(=C\c2ccc(Cl)cc2)c2nc3ccccc3o2)cc1,7.4%,-2.3
Cc1cc(C)n(-c2cc(NC3CCCCCC3)ncn2)n1,-46.0%,-1.0
CC(C)NC(=O)Nc1nnc([C@@H]2C[C@H](O)[C@@H](CO)O2)s1,0.2%,-2.6
Cc1cc(C(=O)NC(C)CCCC(C)C)c2ccccc2n1 (stereo unspecified),-7.2%,2.2
COc1cc(NS(=O)(=O)c2cc(-c3cnc(C)o3)ccc2C)cc(OC)c1,5.3%,-0.6
CCOC(=O)c1c(C)[nH]c(C(=O)COc2ccc3c(C)cc(=O)oc3c2)c1C,-8.2%,-14.9
CC(CNC(=O)c1ccc2c(c1)nc1n2CCCC1)c1ccccc1 (stereo unspecified),4.2%,-1.6
O=C(CSc1nnc2ccc(-c3ccccn3)nn12)N1CCN(c2ccccc2)CC1,-20.6%,4.4
CN1OC[C@@H]2CN(C(=S)NCCc3ccccc3)[C@H](c3ccccc3Br)C[C@@H]21,40.8%[activator],-10.8
COc1ccc2c(c1)cc(C(=O)Nc1ccccc1C)n2C,4.8%,1.5
O=C(CCCn1c(=O)oc2ccccc21)Nc1ccc(-c2nnc3n2CCCCC3)cc1,u,0.1
CNC(=O)NC(=O)C(C)Sc1ccc2ccccc2n1 (stereo unspecified),20.0%,11.2
CCCNC(=O)c1cc(C)nc2ccccc12,17.0%,3.1
CC(C)c1ccc(C2C(C#N)=C(N)OC3=C2C(=O)CC(C)(C)C3)cc1 (stereo unspecified),-55.5%,-3.0
COCCCNc1nc2c(c(=O)n(C)c(=O)n2C)n1Cc1cccc(Br)c1,24.7%,5.1
COc1cc(NS(=O)(=O)c2ccc(C)cc2)cc2sc(NC(=O)c3ccccc3)nc12,u,23.0
O=C(NCC(=O)N1CCN(S(=O)(=O)c2ccccc2)CC1)NCc1ccccc1,16.8%,-4.9
COc1cccc(NC(=O)CSc2nnc(COc3ccccc3)n2Cc2ccco2)c1,5.1%,0.4
COc1cc2oc(=O)c(CC(=O)NC3CC3)c(C)c2cc1Cl,-21.0%,-4.1
Cn1c(=O)c2c(nc(SCC(=O)N3CCOCC3)n2Cc2ccc(Cl)cc2Cl)n(C)c1=O,8.5%,-2.0
O=C(Nc1ccc(SC2CCCC2)cc1)C1CCCC1,8.5%,3.6
O=C(CCC(=O)c1ccc(Cl)cc1)OCC(=O)c1ccc(-c2ccccc2)cc1,28.3%,4.3
CC(C)c1ccc(NC(=O)C2(C)Cc3c(-c4ccc(N(C)C)cc4)ccnc3O2)cc1 (stereo unspecified),-17.9%,2.1
COc1ccc(C(=O)Nc2ccccc2C(=O)Nc2ccccc2)cc1Br,55.5%[activator],-0.4
O=C(Nc1ccc(F)cc1F)Nc1c(NC2CCCCC2)c2ccccc2oc1=O,-1.6%,-2.4
Cc1ccc(OCC(=O)Nc2ccc3oc(-c4cccc5ccccc45)nc3c2)c(-n2cnnc2)c1,-0.5%,5.2
C=CCNC(=O)NC(=O)CSc1nc(C2CC2)nc2ccccc12,-20.3%,7.8
CC(C)(C)c1cc(C=O)cc(C(C)(C)C)c1O,2.4%,0.6
CCCC(=O)Nc1c(-c2ccccc2)[nH][nH]c1=O,-19.7%,-4.2
CS(=O)(=O)N(CCCC(=O)Nc1ccc(Br)cc1F)c1ccccc1,u,-3.3
O=C(O)C/C(=C/c1ccccc1OC(F)F)c1nc2ccccc2s1,5.5%,7.1
O=C(Nc1nc2cc3c(cc2s1)OCCCO3)c1cccc(Cl)c1,25.4%,1.9
COc1ccccc1C(=O)N1CCN(C(=O)[C@H]2O[C@@H](n3cnc4c(N)ncnc43)[C@H](O)[C@@H]2O)CC1,-5.6%,-4.9
O=C(CSCC(O)c1ccccc1)NC(=O)NCC(F)(F)F (stereo unspecified),u,-15.7
O=C(CCc1ncc(-c2ccccc2F)o1)N1CCN(c2ccc([N+](=O)[O-])cc2)CC1,-0.8%,2.5
Cc1ccc(OCCCN2CCC(C(O)(c3ccccc3)c3ccccc3)CC2)cc1,u,0.0
CC1=C(C)C(c2cn(C)c3ccccc23)N(Cc2ccccc2)C1=O (stereo unspecified),-14.8%,5.3
COC(=O)C1=C(N)N(c2ccc(Cl)cc2)C2=C(C(=O)CCC2)C1c1ccc(OC)cc1 (stereo unspecified),u,11.5
CC1=CC(C)(C)N(S(=O)(=O)c2ccc(C)cc2)c2ccc(Cl)cc21,0.6%,-2.4
COC(=O)[C@H](C)NC(=O)Nc1cc(-c2n[nH]c(=O)c3ccccc23)ccc1C,-13.0%,-2.3
CC1(C)OC(=O)C2=C(C[C@@H](C3CCCCC3)O[C@H]2c2ccc(F)cc2)O1,u,-3.0
Cc1cnc(C)c(Nc2nc(C(N)c3ccccc3)cs2)n1 (stereo unspecified),-1.9%,9.2
CNC(=O)c1ccc(NC(=O)CCc2ncc(-c3ccccc3F)o2)cc1,0.9%,-0.6
COc1ccccc1/C=C/C=C(/C#N)C(=O)NC(C)c1ccccc1 (stereo unspecified),u,18.3
CCCn1nnc(NCc2c(F)cccc2Cl)n1,4.1%,-13.7
CCCc1c(C(=O)NCCc2ccccc2)nnn1-c1ccc(C)cc1,-9.3%,6.1
COc1ccc(CNC(=O)c2sc(=O)n(Cc3ccc(C)cc3)c2C)cc1,0.4%,-0.4

# Part of the list above in another layout.
molecule	12-LOX inh	LDHA inh
O=C(CCCn1c(=O)oc2ccccc21)Nc1ccc(-c2nnc3n2CCCCC3)cc1	u	0.1
CNC(=O)NC(=O)C(C)Sc1ccc2ccccc2n1 (stereo unspecified)	20.0%	11.2
CCCNC(=O)c1cc(C)nc2ccccc12	17.0%	3.1

# Next section:
SMILES,12-LOX inh,LDHA inh
O=C(NCCc1c[nH]c2ccccc12)c1ccccc1Oc1ccccc1,-28.8%,9.5
CCCN1Cc2cccc(C(=O)Nc3cc(Cl)cc(Cl)c3)c2C1=O,-39.9%,3.5
COc1cccc2cc(-c3cc(=O)oc4ccc(OC(C)=O)cc34)oc12,8.6%,14.4
Cc1ccc(C(=O)N/N=C2/CC(=O)CC(C)(C)C2)cc1,-6.2%,-8.2
N=C(N)c1ccc(COC2CCCCC2)cc1,-10.1%,5.7
CN(C)C(=O)C1(c2cccc(Br)c2)CC1,3.4%,8.2
Cc1cc(C(=O)COC(=O)c2cc3ccccc3oc2=O)c(C)n1CC(F)(F)F,20.4%,-15.2
COc1ccc2c(C)c(CCC(=O)O)c(=O)oc2c1,5.0%,-8.1
CC(=O)c1cc2cccc(OC3(C)CCN(Cc4ccc5ccccc5c4)C3)c2o1 (stereo unspecified),u,0.8
O=C(NCCC12CC3CC(CC(C3)C1)C2)C12CC3CC(CC(C3)C1)C2,7.8%,1.4
Ic1ccc(-c2csc(Nc3ccc4c(c3)OCO4)n2)cc1,u,18.2
Cn1c(SCC(=O)Nc2ccccc2C(=O)NC2CCCC2)nnc1-c1cccnc1,-25.2%,-14.8
CC(C)(C)c1ccc(NC(=O)CNS(=O)(=O)c2ccccc2Br)cc1,-28.1%,12.1
CCNc1ccc(OC)cc1,u,6.1
Cc1ccc2c(COC(=O)/C=C/c3ccccc3)cc(=O)oc2c1,-17.9%,-11.5
CCN(C(=O)c1cc2sc3ccccc3c2s1)c1ccccc1,7.94µM*,-3.8
Cc1ccc(C(=O)NCc2coc(-c3cccs3)n2)cc1,-1.5%,2.1
CCCCn1c(=O)[nH]c(=O)c2c1nc(CSc1nnc(C(F)(F)F)n1C)n2C,0.1%,-13.2
O=S1(=O)N[C@H](Cc2ccccc2)COc2cccc(N3CCC[C@H]3CO)c21,-26.5%,-6.0
Cn1cccc1/C=C(\C#N)c1ccc(Br)cc1,u,u
Oc1c(Cl)cc(Cl)cc1C=Nc1ccc(F)c(Cl)c1,-54.0%,2.0
O=C(c1cc2ccccc2oc1=O)N(Cc1ccc(Cl)cc1)Cc1ccco1,-37.7%,-0.6
COc1ccc(Oc2coc3cc(OCc4ccccc4F)ccc3c2=O)cc1,2.8%,1.5
CCCCCCN1CCN(C2CN(CCc3ccccc3)S(=O)(=O)C2)CC1 (stereo unspecified),-52.2%,-5.6
CC(NC(=O)C(C#N)C(=O)/C=C/c1ccccc1)c1ccccc1 (stereo unspecified),u,0.5
CN(Cc1ccccc1)S(=O)(=O)c1ccc(-c2nc(C#N)c(NCc3ccc(F)cc3)o2)cc1,12.2%,6.4
COc1ccc2oc(=O)c(-c3ccc(OC)c(OC)c3)c(C)c2c1,-0.8%,4.6
O=C(Nc1cc(C(F)(F)F)cc(C(F)(F)F)c1)O[C@@H]1c2ccccc2[C@@H]2Cc3csc[n+]3[C@H]12,u,1.6
N#Cc1cccc(Oc2ccc(C(=O)OCC(=O)c3ccccc3)cc2)c1C#N,1.7%,2.4
Cc1oc(-c2cccs2)nc1CC(=O)Nc1ccccc1O,-24.3%,-5.3

# Already shown: five of the compounds above.
SMILES,12-LOX inh,LDHA inh
CC(C)C(=O)NC1CCC(c2ccccc2)CC1 (stereo unspecified),-27.9%,-6.2
Cc1cc(C(=O)NCc2ccc(N(C)C)nc2)on1,8.1%,-0.4
C=CCNC(=O)COC(=O)c1cc(-c2ccc(C)o2)nc2ccccc12,u,9.8
Cc1ccc(C(=O)/C(=C\c2ccc(Cl)cc2)c2nc3ccccc3o2)cc1,7.4%,-2.3
Cc1cc(C)n(-c2cc(NC3CCCCCC3)ncn2)n1,-46.0%,-1.0

# Later entries.
SMILES,12-LOX inh,LDHA inh
Cc1c(-c2cccc(Cl)c2)nc2ccccc2c1C(=O)NC1CCCc2ccccc21 (stereo unspecified),-53.6%,1.2
CC(C)n1c(NCCO)nc2c1c(=O)n(C)c(=O)n2C,1.4%,-0.2
CCCS(=O)(=O)NC(=O)C1(C)CCN(C(=O)C2(c3ccc(Cl)cc3)CCCC2)C1 (stereo unspecified),-14.9%,-5.1
COC(=O)/C=C1\OC(C2CC2)c2ccccc21 (stereo unspecified),-15.8%,6.0
Cc1cc(C)c(NC(=O)CNC(=O)COC(=O)Cc2n[nH]c(=O)c3ccccc23)c(C)c1,8.0%,-1.4
O=c1[nH]cccc1NS(=O)(=O)c1ccc(Cl)cc1,u,1.5
CCCC(C#N)NC(=O)Cc1c[nH]c2ccccc12 (stereo unspecified),u,-9.2
CC(=O)Nc1ccc(-c2ccnc3c2CC(C(=O)Nc2ccccc2)O3)cc1 (stereo unspecified),19.1%,-0.1
CCCN(C)C1CN(Cc2cn(Cc3cccc(C(F)(F)F)c3)nn2)S(=O)(=O)C1 (stereo unspecified),-15.5%,-1.1
COc1cc(OC)c(NC(=O)Cn2nc(-c3ccc(C)cc3)ccc2=O)cc1Cl,u,10.8
CCCn1nc(C(=O)Oc2cc(Cl)ccc2Cl)c2ccccc2c1=O,165.6%[activator],-12.6
COc1ccc(-c2nc(Nc3ccccc3)c3ccccc3n2)cc1,2.3%,-8.2
CC1Sc2ccc(C(=O)OCC(=O)NCc3ccccc3)cc2NC1=O (stereo unspecified),u,-2.6
O=C(NC1(C(F)(F)F)C(=O)Nc2c1c(=O)[nH]c(=O)n2-c1ccc(F)cc1)c1cccs1 (stereo unspecified),u,0.0
NC(=S)NCCc1ccccc1,u,-2.0
CC(C)=CC(=O)NCc1ccncc1,-1.3%,-13.3
COC(=O)NC(NC(=O)c1ccccc1)C(Cl)(Cl)Cl (stereo unspecified),4.8%,9.8
Cc1[nH]c2ccccc2c1C1c2ccccc2C(=O)N1CC(=O)N1CCN(C)CC1 (stereo unspecified),-1.5%,11.3
Cc1cccc(N2N=C(C(=O)Nc3ccc(S(=O)(=O)N4CCCCCC4)cc3)CCC2=O)c1,u,-0.2
CCc1nc2c(OCc3ccccc3C)cccn2c1N(C)C(=O)CC(C)C,-5.6%,1.3
CCCCn1c(=O)[nH]c(=O)c2c1nc(COC(=O)C1CC1)n2CC,-15.5%,-4.1
Cc1ccc(-c2cnc(-c3ccccc3C(=O)OCC(=O)N(CCC#N)CCC#N)o2)cc1,-18.3%,5.3
CC(C)NC(=O)NC(C)c1cccc(Cl)c1 (stereo unspecified),u,-20.9
O=C(c1cc(-c2cccc(Cl)c2)on1)N1CCSCC1,-37.6%,-4.2
Cc1ccc(C)c(NC(=O)N2CCCC2c2ccco2)c1 (stereo unspecified),1.2%,3.5
CC(C(=O)N(C)CC(=O)Nc1ccccc1C(F)(F)F)N1CCN(Cc2ccccc2F)CC1 (stereo unspecified),13.0%,-11.4
N#Cc1c(NC(=O)c2ccnn2C(F)F)sc2c1CCCC2,u,-2.3
O=C(/C=C/c1cccs1)c1cccc(O)c1,u,-13.6
Nc1nc(=O)n(C2OC(CO)C(O)C2O)cc1F (stereo unspecified),10.7%,2.1
O=Cc1c[nH]c2ccc(Br)cc12,-17.7%,5.6
Cc1ccc(C(O)c2ncc(-c3ccc4ccccc4c3)[nH]2)cc1 (stereo unspecified),1.2%,-5.0
Cc1cc(=O)oc2cc(NC(=O)COc3ccccc3)ccc12,u,-0.5
CCSc1nnc2n(CC)c(=O)c3c(n12)-c1ccccc1CC31CCCCC1,25.0%,1.1
O=C1c2ccccc2C(=O)N1CCSc1ncc(C(F)(F)F)cc1Cl,u,-1.7
CSc1ccc(/C=C2/SC(=Nc3ccccc3)N(c3ccccc3)C2=O)cc1,-2.2%,-4.8
